# Source: PubChem (Sanford-Burnham Center for Chemical Genomics)
# SENP7 inh – SENP7 protease inhibition. Q9BQF6. recombinant SENP7, Z-RLRGG-aminoluciferin luminescence, 40 min. inhibition, % at 5 µM. 330,000 compounds, 1.5% hits. AID 434973;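 active = inhibition above about 50% at the single test dose, limit read from the data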;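 note: plate controls were DMSO with enzyme for no effect and no enzyme buffer wells for full effect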
# Target sequence (Q9BQF6 706-1050 limits assumed): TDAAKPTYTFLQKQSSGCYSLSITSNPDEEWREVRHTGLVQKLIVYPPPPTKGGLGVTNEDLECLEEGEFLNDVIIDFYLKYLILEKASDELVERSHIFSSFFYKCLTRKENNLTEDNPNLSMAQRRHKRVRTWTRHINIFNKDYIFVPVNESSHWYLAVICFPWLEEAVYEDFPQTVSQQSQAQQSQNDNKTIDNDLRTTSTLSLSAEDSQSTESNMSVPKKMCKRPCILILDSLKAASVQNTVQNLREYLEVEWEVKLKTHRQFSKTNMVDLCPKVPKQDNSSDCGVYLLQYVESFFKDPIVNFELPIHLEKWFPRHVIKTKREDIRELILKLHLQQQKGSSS
# beta cell repl – MIN6 beta-cell proliferation induction. MIN6 cells proliferation, ATPlite luminescence, 48 h; cells starved in 0.2% serum; 100% = growth in 10% serum. 330,000 compounds, 0.29% hits. proliferation, % at 10 µM. AID 2380;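 active = compounds whose signal lies at least 3.5 SD above the mean of all wells on their plate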;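 note: 0% = DMSO-treated cells in low-serum medium and 100% = 10% serum control; some compounds called inactive have numbers as strong as hits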
# HKDC1 inhibitor – HKDC1 (human) hexokinase inhibition. inhibition, % at 20 µM. recombinant HKDC1, G6PDH/diaphorase resazurin coupled fluorescence. 340,000 compounds, 0.16% hits. AID 493160. Q2TB90;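 active = inhibition above about 35% when tested at 20 µM, limit read from the data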;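 note: plate controls were DMSO wells with enzyme for no effect and DMSO wells lacking enzyme for full effect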
#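 Test system: recombinant HKDC1 (HK5) hexokinase enzyme, produced in-house; Amount: enzyme 5 µg/mL final; Buffer or medium: Tris pH 8.0 buffer with MgCl2, Tween-20, BSA, BME; Reagent: glucose and ATP substrates; Doses: 20 µM test compound, 1% DMSO; Incubation: 90 min reaction incubation at room temperature, dark; Detection: resorufin fluorescence at 613 nm.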
# SENP6 inh – blocks the human protease SENP6; Q9GZR1; Recombinant SENP6 catalytic domain, aminoluciferin luminescence; inhibition, % at 10 µM; 330,000 compounds, 1.8% hits;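 active = inhibition above about 50% at the single tested dose, limit read from the data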;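 note: plate controls were DMSO wells with enzyme for no effect and DMSO wells lacking enzyme for full effect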
# Target sequence (Q9GZR1 628-1112 limits assumed): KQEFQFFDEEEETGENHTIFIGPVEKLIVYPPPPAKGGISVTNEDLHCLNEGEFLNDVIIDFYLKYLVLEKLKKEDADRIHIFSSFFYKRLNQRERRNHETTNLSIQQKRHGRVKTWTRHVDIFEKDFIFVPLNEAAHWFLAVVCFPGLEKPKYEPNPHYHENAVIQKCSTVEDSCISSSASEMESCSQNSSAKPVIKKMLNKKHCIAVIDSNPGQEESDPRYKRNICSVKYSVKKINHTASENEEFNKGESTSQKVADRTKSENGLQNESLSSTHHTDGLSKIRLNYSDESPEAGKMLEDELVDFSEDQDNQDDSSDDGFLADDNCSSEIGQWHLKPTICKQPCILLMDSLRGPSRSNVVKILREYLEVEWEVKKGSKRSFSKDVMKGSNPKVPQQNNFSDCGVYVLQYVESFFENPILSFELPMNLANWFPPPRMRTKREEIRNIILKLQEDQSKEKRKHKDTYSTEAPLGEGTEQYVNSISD
# SENP1 FRET inh – inhibitors of human SENP1 SUMO protease catalytic domain; inhibition, % at 10 µM; 360,000 compounds, 0.21% hits; recombinant SENP1 catalytic domain, CyPet-SUMO1-YPet FRET cleavage; Q9P0U3;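 active = inhibition at least 30% at 10 µM, raw YFP signal under a set limit, fluorescence ratio 0.5 to 1.5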;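 note: 0% = enzyme with DMSO and 100% = no enzyme wells; some results filed as inactive read as strong as hits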
#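 material = recombinant human SENP1 catalytic domain, His6-tagged | quantity = 20 pM enzyme | reagent = 25 nM SUMO1 FRET substrate | compound dosing = 10 µM single point, 0.5% DMSO | timing = 50 min enzyme reaction, room temperature, light-protected | detection = FRET, CFP and YFP emission | control set = no-enzyme low, enzyme-DMSO high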
# UBC13 inh – human UBC13 polyubiquitination inhibition | P61088 | UBC13 polyubiquitin chain formation, TR-FRET | inhibition, % at 20 µM | 330,000 compounds, 0.47% hits; in the data active = inhibition above about 45%, passing the limit was not always enough
# Target sequence (P61088 whole entry, looked up): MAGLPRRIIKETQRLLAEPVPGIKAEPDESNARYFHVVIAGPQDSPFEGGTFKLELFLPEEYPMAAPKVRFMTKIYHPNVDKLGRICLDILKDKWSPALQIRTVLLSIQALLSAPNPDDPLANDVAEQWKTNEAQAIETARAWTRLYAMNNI
# PfG6PD inh – PfG6PD (Plasmodium falciparum) enzyme inhibition | PfGluPho enzyme, NADPH resazurin-diaphorase fluorescence | inhibition, % at 20 µM | 350,000 compounds, 0.78% hits | AID 504690;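 active = inhibition reaching at least a set limit at 20 µM in the primary screen, cut at about 59% in these data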;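 note: 0% = DMSO wells with substrate and 100% = DMSO wells lacking glucose-6-phosphate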
# SENP8 block-1 – inhibitors of human SENP8 protease; Q96LD8; purified SENP8, Z-RLRGG-aminoluciferin cleavage, luminescence; inhibition, % at 10 µM; 330,000 compounds, 1.2% hits; AID 2540; in the data active = inhibition above about 50%
# SENP8 block-2 – SENP8 (human) protease inhibition; recombinant SENP8, Nedd8 substrate fluorescence; 360,000 compounds, 0.64% hits; inhibition, % at 20 µM; AID 602440; Q96LD8; in the data active = inhibition mostly above about 40%, no sharp cut-off; inactive = mostly below about 27%
# * marks the source's active call; other numbers are inactive results; · = not tested or not shown; & = joins results of further samples.
SMILES,SENP7 inh,beta cell repl,HKDC1 inhibitor,SENP6 inh,SENP1 FRET inh,UBC13 inh,PfG6PD inh,SENP8 block-1,SENP8 block-2
COc1ccccc1N(CC(=O)NC1CCCCC1)C(=O)CNC(=O)c1cccs1,-3,0,-7,-29,1,0,-17,-7,3
Cc1cc(C)cc(Nc2nc3c([nH]2)c(=O)n(C)c(=O)n3C)c1,-1,-2,16,-2,1,6,-11,-1,-3
C=CCn1c(Cc2cccs2)nnc1SCC(=O)NC1CC1,-13,-2,-4,-5,2,8,4,-3,4
Cn1c(SCCC(=O)O)nnc1-c1ccncc1,0,-2,-7,-6,4,8,-4,-7,5
O=C(CCl)N1CCN(S(=O)(=O)Cc2ccccc2)CC1,-12,-8,5,-4,0,-5,-6,-4,13
COc1cc(/C=C2\SC(=S)N(NC(=O)c3ccncc3)C2=O)ccc1O,11,-1,-3,4,49*,-86,-77,6,33
CSCC[C@H](NC(=O)COc1ccc(Cl)cc1Cl)c1nc2ccccc2[nH]1,1,0,18,0,0,2,-14,-6,0
O=C(CCN1CCN(Cc2ccccc2)CC1)Nc1cccc(Br)c1,-5,0,-1,-20,4,9,6,-1,21
O=S(=O)(c1ccc(Br)cc1)N1CCOC12CCCCC2,-2,2,1,0,1,0,2,-2,8
Cn1c(=O)c2c(nc(-n3ccnc3)n2Cc2ccc(Cl)cc2Cl)n(C)c1=O,3,-3,1,-15,2,4,-8,3,11
O=C(COC(=O)CCN1C(=O)/C(=C\C=C\c2ccccc2)SC1=S)Nc1ccc(Br)cc1,2,-6,2,3,0,-24,12,0,-4
COc1ccc(S(=O)(=O)N(C)c2ccc(C(=O)N3CCN(C)CC3)cc2)cc1,1,-3,3,5,1,-8,-11,6,15
COc1ccc(C2C3=C(CC(C)(C)CC3=O)Nc3c2c(=O)[nH]c(=O)n3Cc2ccccc2)cc1OC (stereo not drawn),8,1,-11,-1,-26,21,-5,-1,-352
O=C(COC(=O)c1cc(S(=O)(=O)N2CCOCC2)c(Cl)cc1Cl)Nc1ncc(C(F)(F)F)cc1Cl,3,-2,7,7,-3,2,-33,3,11
CCCCn1nc(CC(=O)O)c2ccccc2c1=O,-4,-1,-7,6,0,-8,-18,-3,2
COc1nc(C#N)c(N2CCOCC2)o1,-10,-1,-7,5,0,-18,-7,-7,8
CCCCCCOc1ccc(OCC(O)CN2C(=O)NC(C)(C)C2=O)cc1 (stereo not drawn),5,-2,12,-2,2,10,-6,-5,5
COc1cc(SC)ccc1C(=O)OCc1nc2ccsc2c(=O)[nH]1,-2,-2,-3,-6,-4,0,3,31,-14
Cc1ccc(OCCNC(=O)c2cc(C3CC3)nc3c2cnn3C(C)C)cc1,6,-6,-1,-2,-5,11,22,3,-270
COc1ccc(CC(=O)NNC(=O)c2ccccn2)cc1,2,-1,5,4,2,-2,-1,5,4
CCOc1ccc(NC(=O)c2ccc(Cl)c(NC(=O)c3ccco3)c2)cc1,5,2,-5,3,2,1,-2,-1,12
CC(CCC(=O)O)C1CCC2C3C(O)CC4CC(O)CCC4(C)C3CC(O)C12C (stereo not drawn),3,-5,-6,19,0&1,-7,-7,7,6&7
O=c1[nH]c2cc(NCCO)c([N+](=O)[O-])cc2[nH]1,6,-2,6,-5,-2,-500,3,0,19
CCNC(=O)CN(c1ccc(C)cc1)S(=O)(=O)c1ccccc1,1,0,-4,-10,-2,-1,-3,-1,8
CCC(=O)Nc1nc(C)c(-c2csc(Nc3ccccn3)n2)s1,44,-5,-3,23,-1,15,22,59*,-214
CCC(/C=N/NC(=O)C1COc2ccccc2O1)CC (stereo not drawn),2,3,-11,-13,1,3,-7,2,11
O=C(O)c1cnn2c(C(F)(F)F)cc(-c3ccccc3)nc12,5,0,0,21,1,5,-12,5,-2
Cc1ccc(NS(=O)(=O)c2ccc3[nH]c(=O)oc3c2)c(C)c1,5,-2,-6,14,0,1,-12,6,-12
Cc1ccc(S(=O)(=O)c2nc(-c3cccs3)oc2N2CCC(C(N)=O)CC2)cc1,10,-6,-1,-8,3,-3,-8,8,-61
NS(=O)(=O)c1ccc(CNC(=O)/C=C/c2c(F)cccc2Cl)cc1,-11,-3,-7,-5,1,10,-2,1,12
O=C(CSc1nncs1)NNC(=O)c1ccccc1Br,4,1,-4,12,4,4,-3,6,19
CCC(Sc1nncn1C)C(=O)Nc1nnc(-c2ccc(Cl)cc2)s1 (stereo not drawn),-1,-1,7,2,1,-4,-32,7,-223
CCc1ccc(NC(=O)CSc2nnc(C)c(=O)n2N)cc1,11,-2,-1,-23,0,-3,-2,-14,3
O=C(CCC(=O)Nc1ccc(Br)cc1)N/N=C/c1ccccc1O,-2,-4,-8,11,-7,6,-12,3,-48
O=C(NC1=NCCS1)c1cc(-c2cccs2)nc2ccccc12,-4,-5,0,-17,-10,20,1,5,-419
N#CN1CCC(NS(=O)(=O)c2ccc(C(F)(F)F)cc2)CC1,-4,-2,-10,6,1,5,7,-1,16
CC1(C)Cc2cccc(OCC(=O)NCc3cccs3)c2O1,-1,3,0,-12,0,2,-10,-3,8
O=C(NC1CCCCC1)c1ccc(Cn2cc(Br)cn2)o1,3,-1,-12,9,-13,13,-9,-3,-8
COC(=O)CNC(=O)c1cccs1,-4,0,-2,-16,0,10,-14,2,9
CC1(C)C(c2cccs2)=[N+]([O-])C2(CCCCC/C2=N\NC(N)=O)N1O (stereo not drawn),4,1,-6,-31,1,-5,-7,11,12
Cc1cnc(C(=O)OCC(=O)NCCc2ccccc2)cn1,4,1,-9,-8,-2,0,1,2,18
CCOC(=O)c1cc(C#N)c(SCC(N)=O)[nH]c1=O,-6,0,-2,0,-31,0,19,-8,-352
CCOC(=O)c1ccc(NC(=O)C(=O)NCC2CCCO2)cc1 (stereo not drawn),6,2,-1,-8,0,2,-12,-10,31
O=c1c2ccccc2nnn1CSc1nnc(Nc2ccccc2)s1,1,-1,-1,-7,1,-6,9,2,20
CCCNC(=O)c1cc(SC)ccc1Cl,1,-2,-3,11,0,16,-1,0,9
O=C(COc1cccnc1[N+](=O)[O-])Nc1ccc2c(c1)OC(F)(F)O2,-4,-2,-5,-9,-1,-8,0,-10,12
Cc1ccc(C)c(NC(=O)CN(C)S(=O)(=O)c2ccc(F)cc2)c1,-5,-1,-3,-1,2,5,0,0,-2
CC(NC(=O)c1sc2ccccc2c1Cl)C1CCCO1 (stereo not drawn),5,-2,1,-10,-1,4,8,-10,3
O=C(NNC(=O)c1cc(OCC(F)(F)F)ccc1OCC(F)(F)F)c1ccc(Cl)c(Cl)c1,13,-3,-1,-20,2,-10,0,-3,19
CC(=O)N/C(=C/c1ccc(OC(F)F)cc1)C(=O)O,-7,1,-4,19,-1,-7,-6,-1,4
Cc1ccnc(SCCn2c(N3CCC(C)CC3)nc3c2c(=O)n(C)c(=O)n3C)n1,7,3,12,-4,0,-2,10,-1,6
CN(C)c1cccc(C(=O)OCCNC(=O)c2cccc(S(=O)(=O)N3CCOCC3)c2)c1,-6,-2,-2,-20,1,5,-14,-6,-230
COC(=O)c1ccc(NC(=O)CN2CCN(c3ccccc3C)CC2)cc1,-8,-3,5,-52,3,-2,-9,-2,8
COc1cc(C)c(NC(=S)Nc2ccc(Cl)c(Cl)c2)cc1OC,-7,0,1,0,1,2,14,-12,37
Cc1[nH]c2ccc(F)cc2c(=O)c1SC(F)(F)C(F)F,6,-2,-3,-12,-1,7,-2,1,18
CCCn1c(=O)c(C(=O)NCc2cccnc2)c(O)c2ccccc21,10,-4,-10,-13,0,14,-12,-2,-20
COc1ccc(OC)c(S(=O)(=O)N2CCN(C(=O)c3cc(C4CC4)nn3-c3ccccc3)CC2)c1,0,0,-3,9,1,3,-1,-5,17
Cn1c(=O)c2c(nc(C3CC4C5CCC(C5)C4C3)n2C)n(C)c1=O (stereo not drawn),·,·,-4,·,1,·,28,·,1
COc1ccc(C(=O)OCCN2CCOCC2)cc1OC,8,0,-5,0,2,-2,-7,-6,18
O=CN1CCN(C(=O)CC(c2ccccc2)c2cc(Br)ccc2O)CC1 (stereo not drawn),-1,-2,-6,-9,0,4,-9,-8,2
# Next part:
SMILES,SENP7 inh,beta cell repl,HKDC1 inhibitor,SENP6 inh,SENP1 FRET inh,UBC13 inh,PfG6PD inh,SENP8 block-1,SENP8 block-2
Cc1ccc(NC(=O)CN(C)C(=O)CSc2nc3ccccc3o2)cc1,0,-2,-4,4,3,7,12,3,22
CCOc1ccc(Nc2nc(NCc3ccco3)nc(N)c2[N+](=O)[O-])cc1,-5,2,1,-1,-1,-12,-8,-3,14
C/C(=C\C(=S)Nc1ccccc1)Nc1ccc2ccccc2c1,15,-5,10,40,-26,2,19,6,-414
COC(=O)NNC(=O)COc1cc(C)ccc1C,4,0,5,5,2,-5,-21,0,28
CC(C)(C)c1ccc(/C([O-])=C(/C(=S)NCc2ccco2)[n+]2ccccc2)cc1,17,-2,·,11,·,-2,·,6,·
Cc1nn(C(=O)/C(C#N)=C/N(C)C)c(C)c1C,3,-1,-1,-9,1,6,0,1,5
Cc1nc(C)n(C(C)CC(=O)O)n1 (stereo not drawn),0,6,-2,-2,3,-4,-6,5,8
COc1ccc(C2C(C(=O)c3ccco3)=C(O)C(=O)N2CCN2CCOCC2)c(OC)c1 (stereo not drawn),-8,-1,3,0,-2,-9,6,-12,10
CC(C)c1ccc(CN2CC(C(=O)O)CC2=O)cc1 (stereo not drawn),-10,-2,-9,-22,2,-9,-21,-4,19
CCC(=O)Nn1c(C)nnc1C,1,-1,-1,-13,-1,0,-21,8,20
Cc1c(NC(=O)C(C)OC(=O)c2cc(Cl)ccc2O)c(=O)n(-c2ccccc2)n1C (stereo not drawn),5,-3,-3,3,2,2,-3,2,-22
COc1ccc(C(=S)N2CCN(c3cccc(Cl)c3)CC2)c(OC)c1,2,-3,9,1,0,-6,31,2,10
Oc1ccc(N=Cc2ccc(O)c(O)c2)cc1,8,-5,25,39,-1,-30,67*,23,62*
Cn1nc(NC(=O)C(F)(F)F)c2ncc(-c3ccc(Cl)cc3)nc21,-6,-4,1,11,2,-4,-15,1,1
O=C(O)COc1ccc(/C=N/NC(=O)Cc2ccc(Cl)cc2)cc1,-4,-3,-2,7,4,9,-11,2,33
Cc1ccc(S(=O)(=O)Nc2cccc(C(=O)NC3CCN(Cc4ccccc4)CC3)c2)cc1F,-2,-1,0,-13,0,3,2,-12,14
COc1ccc(N2CC(C(=O)NCc3ccco3)CC2=O)cc1 (stereo not drawn),-3,-3,-7,-10,-2,0,49,-3,4
O=C(NCc1ccc(Cl)cc1)C1CCC(CNS(=O)(=O)c2ccccc2)CC1 (stereo not drawn),1,0,1,-4,2,8,0,5,5

# Ordered by count of non-hydrogen atoms (smallest number first): part of the list above
SMILES,SENP7 inh,beta cell repl,HKDC1 inhibitor,SENP6 inh,SENP1 FRET inh,UBC13 inh,PfG6PD inh,SENP8 block-1,SENP8 block-2
Oc1ccc(N=Cc2ccc(O)c(O)c2)cc1,8,-5,25,39,-1,-30,67*,23,62*
O=C(NCc1ccc(Cl)cc1)C1CCC(CNS(=O)(=O)c2ccccc2)CC1 (stereo not drawn),1,0,1,-4,2,8,0,5,5
Cc1c(NC(=O)C(C)OC(=O)c2cc(Cl)ccc2O)c(=O)n(-c2ccccc2)n1C (stereo not drawn),5,-3,-3,3,2,2,-3,2,-22
